Bioassay records: PubChem, several laboratories
Yeast life ext = compounds extending yeast replicative lifespan, primary screen, S. cerevisiae, OD615; S. cerevisiae growth with nicotinamide; deaD strain in restrictive glucose medium; AID 775, 2007; inhibition of the nicotinamide effect, % at 10 µM; 0.68% of 130,000 active;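 active = inhibition above a set limit, placed 3 SD over the median of all compounds, cut at about 26% in these data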;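 note: 0% = nicotinamide-treated wells and 100% = cells grown without nicotinamide; some compounds called inactive have numbers as strong as hits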
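Material: Modified budding yeast, DeaD strain | Medium: Restrictive glucose medium | Probe or stimulus: 1.5 mM nicotinamide | Dosing: Single dose 10 µM compound, 0.25% DMSO | Times: 48 h at 30 °C | Technique: OD615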
Measles CPE = compounds protecting cells from measles virus cytopathic effect, primary screen, measles RdRp inhibitor project, single point, MLSMR library, absorbance; 1.5% of 140,000 active; Measles virus-infected cells, CPE protection; protection (pct of control), % at 4 µM; in the data active = protection mostly above about 24%, no sharp cut-off; inactive = mostly below about 26%; note: some compounds called inactive have numbers as strong as hits
MRP1 act = H69AR viability gain despite doxorubicin, primary screen, MRP-1 activator project, H69AR cells, CellTiter-Glo | 0.61% of 140,000 active | AID 799, 2007 | viability increase, % at 10 µM | viability rescue;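 active = viability gain under doxorubicin at or above a set limit, the compound median plus 3 SD, cut at about 4.7% in these data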;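 note: MRP-1 overexpressing cells given doxorubicin 25 µM after compound pretreatment; 18-22 h compound pretreatment then 72 h with doxorubicin before readout; 0% = doxorubicin-only wells and 100% = vehicle-treated cells without doxorubicin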
Yeast growth inh = growth inhibitors of yeast BB579 in restrictive medium, primary screen, yeast lifespan-shortening project, S. cerevisiae | AID 804, 2007 | 0.51% of 140,000 active | OD615, 48 h | inhibition, % at 10 µM;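 active = inhibition above a set limit, 3 SD over the mean compound inhibition, cut at about 44% in these data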; note: inactives centre near -24
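System: Saccharomyces cerevisiae DeaD strain BB579, replicative lifespan model yeast | Buffer or medium: Restrictive glucose-based CSMM-D medium | Times: 4 h preincubation and 48 h exposure at 30 °C | Detection: OD615 turbidity measurement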
HCT116 bCat-KO = primary screen for growth suppressors in beta-catenin knockout HCT116 cells (colon tumor, human). HCT116 beta-catenin knockout viability, CellTiter-Glo, 60 h; hits give low values. viability, % at 10 µM. 1.5% of 140,000 active;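 active = viability at or under a set limit, the compound median less 4 SD, cut at about 6% in these data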;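 note: 0% = Hyamine 1622 control at 20 µM and 100% = untreated cell control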
NPY-Y2 antag = NPY-Y2 receptor antagonists, primary screen, cell-based; NPY-Y2 expressing cells, antagonist mode; inhibition, % at 2.7 µM; 0.99% of 140,000 active; AID 793, 2007; in the data active = inhibition above about 17%;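 note: 0% = vehicle with agonist challenge and 100% = reference antagonist with challenge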
Target sequence (P49146 whole entry, looked up): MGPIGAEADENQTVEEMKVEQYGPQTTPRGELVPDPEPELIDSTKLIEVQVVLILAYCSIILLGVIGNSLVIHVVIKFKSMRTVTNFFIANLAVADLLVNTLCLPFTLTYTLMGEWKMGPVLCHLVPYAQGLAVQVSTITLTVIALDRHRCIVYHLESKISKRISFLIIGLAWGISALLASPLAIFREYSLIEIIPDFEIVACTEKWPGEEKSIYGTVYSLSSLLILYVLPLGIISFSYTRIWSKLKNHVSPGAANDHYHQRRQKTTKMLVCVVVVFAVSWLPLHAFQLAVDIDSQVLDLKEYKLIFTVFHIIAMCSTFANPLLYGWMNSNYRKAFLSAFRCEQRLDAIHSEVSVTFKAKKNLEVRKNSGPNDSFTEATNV
E-sel TNF inh = E-selectin induction blockers in HUVEC – imaging, immunofluorescence, high content, primary screen; 0.71% of 120,000 active; HUVEC TNFa-induced E-selectin immunofluorescence; inhibition, % at 2 µM;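 active = inhibition above the batch mean plus 3 SD, and confirmed as a hit on visual image review, cut at about 43% in these data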;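 note: 0% = TNF-stimulated DMSO wells and 100% = unstimulated control wells; not every result past the cut was called active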
GALR2 blocker = GALR2 antagonists in receptor-expressing cells, primary screen; 0.39% of 140,000 active; antagonist mode; Galanin receptor type 2 (Homo sapiens), O43603; inhibition, % at 4 µM; AID 828, 2007; in the data active = inhibition above about 27%;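 note: cells stimulated with galanin 1-16 at roughly its EC80; 0% = agonist challenge control and 100% = basal control without agonist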
Target sequence (O43603 whole entry, looked up): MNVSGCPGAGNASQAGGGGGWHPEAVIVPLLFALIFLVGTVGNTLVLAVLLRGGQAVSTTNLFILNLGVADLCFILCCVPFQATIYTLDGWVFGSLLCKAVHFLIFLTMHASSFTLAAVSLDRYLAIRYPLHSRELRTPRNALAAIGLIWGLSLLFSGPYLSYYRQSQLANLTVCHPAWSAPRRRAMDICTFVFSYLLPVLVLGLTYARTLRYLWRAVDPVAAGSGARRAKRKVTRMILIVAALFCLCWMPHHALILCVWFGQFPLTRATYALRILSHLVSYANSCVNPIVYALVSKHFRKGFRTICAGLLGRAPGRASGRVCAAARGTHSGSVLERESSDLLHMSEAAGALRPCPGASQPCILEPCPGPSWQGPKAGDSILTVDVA
Phagocytosis inh = inhibitors of macrophage phagocytosis, primary screen, imaging, J774A.1 cells, IgG beads; J774A.1 macrophage IgG-bead phagocytosis; inhibition, % at 5 µM; 0.07% of 110,000 active; AID 1029, 2008;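 active = inhibition above the mean of the plate negative controls plus 5 SD, cut at about 13% in these data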;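 note: phagocytic index as fraction of beads internalized from green versus red external bead signal; plate controls were DMSO negative control for no effect and cytochalasin-D positive control for full effect; some results beyond the cut were filed as inactive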
PTEN del growth = growth suppression of PTEN-null HCT116, primary screen, cell-based, CellTiter-Glo; viability, % at 10 µM; 1.2% of 140,000 active; HCT116 PTEN-null viability, 60 h; hits give low values;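 active = viability at or below a set limit, 4 SD under the median of all tested compounds, cut at about 3.7% in these data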;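 note: PTEN knockout HCT116 line with beta catenin targeted HCT116 as companion control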
The depositor's hits bear a star; / = not tested or not shown. No enrichment for hits; any-hit rate near 6.2%.

SMILES | Yeast life ext | Measles CPE | MRP1 act | Yeast growth inh | HCT116 bCat-KO | NPY-Y2 antag | E-sel TNF inh | GALR2 blocker | Phagocytosis inh | PTEN del growth
CS(=O)(=O)N(CC(=O)Nc1ccccc1C(=O)NCCc1ccccc1)c1ccc2c(c1)OCCO2 | -25 | 2 | -2.4 | -4 | 64 | 2 | / | -25 | -3 | 75
Cc1cc(C)cc(NC(=O)c2ccc(CSc3nnnn3C)cc2)c1 | -7 | 3 | 1.4 | -10 | 92 | 5 | -36 | -7 | 0 | 82
COc1ccc(C2C(C(=O)OC3CCCCC3)=C(C)Nc3nnnn32)c(OC)c1OC (stereo not given) | 6 | 2 | -3.5 | -21 | 66 | 3 | 5 | 0 | -1 | 69
CN(C)c1nc2c(c(N)nn2-c2ccc(Cl)cc2)c(=O)o1 | -16 | 5 | 0.8 | -42 | 87 | 11 | 22 | -6 | 0 | 84
O=C(O)CCc1ccc(S(=O)(=O)NCCc2ccccc2)cc1 | -7 | 15 | -0.9 | -12 | 100 | -2 | -6 | 5 | 4 | 95
COc1cc(OC)cc(C(=O)NCC2CCCO2)c1 (stereo not given) | -1 | 24 | -1.9 | -4 | 93 | 1 | -15 | 7 | 0 | 91
CCOC(=O)c1cnc(SCC(=O)Nc2ccc(N3CCOCC3)c(Cl)c2)nc1N | -21 | 3 | -0.5 | -30 | 86 | 0 | -6 | 2 | / | 80
Cc1nn2c(c1-c1ccccc1)N=C(c1ccco1)CC2c1ccccc1 (stereo not given) | -4 | 15 | -4.0 | -45 | 92 | 6 | -36 | 6 | 1 | 82
Cc1cc(OCCn2ccnc2)ccc1C(C)C | 1 | 20 | -1.6 | -7 | 78 | -2 | 3 | -1 | 5 | 98
COc1cccc(-n2nnnc2SCC(=O)Nc2nc3c(s2)CCCC3)c1 | / | 11 | -1.2 | -34 | 87 | 9 | -22 | -8 | / | 93
N#Cc1cc2c(nc1SCC(=O)O)CCCC2 | -10 | 16 | -0.8 | -29 | 94 | 2 | 6 | -21 | 2 | 93
CCOC(=O)C(=NC1CCCCC1)NNc1cccc(C(F)(F)F)c1 | -4 | 14 | 2.4 | 9 | 88 | -2 | -5 | -2 | -6 | 87
NC(=O)c1ccccc1N/C=C/C(=O)c1ccc(F)cc1 | -14 | 6 | -0.5 | -24 | 59 | 0 | -6 | 16 | / | 62
CCOc1ccc(S(=O)(=O)Nc2ccccc2SC)cc1 | -6 | 7 | -3.6 | -40 | 78 | 1 | 19 | 12 | 0 | 68
Cn1nnnc1SCc1nc2ccccc2s1 | -12 | 10 | -2.0 | -22 | 91 | 5 | 2 | 2 | 0 | 101
Cc1nnc(-c2cnn(-c3ccccc3)c2N)n1Cc1ccc(F)cc1 | -23 | 2 | 0.5 | -5 | 93 | 1 | 39 | -2 | / | 91
Cc1ccc(NC(=O)C2C(c3ccccc3)C=CC(c3ccccc3)C2C(=O)O)cc1 (stereo not given) | 30* | 27* | 1.1 | -19 | 94 | -1 | 10 | 13 | 0 | 86
CC(C)(C)n1nnnc1C(c1ccncc1)N1CCCCCC1 (stereo not given) | -9 | 4 | -1.9 | 4 | 64 | 2 | 7 | 1 | 0 | 65
COc1ccc(C)cc1-n1c(-c2ccncc2)n[nH]c1=S | -11 | 4 | -2.2 | -2 | 102 | 2 | 16 | 2 | 1 | 117
NC(=O)C1CCN(C(=O)c2ccco2)CC1 | / | 5 | -1.5 | -4 | 88 | 3 | -6 | -1 | / | 95
COc1ccc2c(c1)C1=NN(/C(C)=C/C(C)=O)C(c3ccc(F)cc3)C1CC2 (stereo not given) | -3 | 23 | -2.8 | -35 | 75 | 3 | -8 | 13 | / | 66
CSCCC(NC(=O)c1ccc(C)o1)C(=O)O (stereo not given) | -4 | 7 | -0.8 | 7 | 90 | 5 | -2 | 12 | 0 | 88
O=C(C1CCCN(S(=O)(=O)c2cccnc2)C1)N1CCN(c2ccccn2)CC1 (stereo not given) | -4 | 1 | -1.8 | -8 | 97 | 0 | / | 14 | 1 | 104
COc1ccc(Cn2nnnc2C(c2cccnc2)N2CCN(c3ccc(O)cc3)CC2)cc1 (stereo not given) | -19 | 16 | -1.5 | -58 | 89 | 2 | -11 | 6 | 0 | 102
Cc1ccc(C(=O)c2no[n+]([O-])c2C(=O)c2ccc(C)cc2)cc1 | 27* | 0 | -3.2 | 19 | 87 | 8 | 21 | -15 | -1 | 89
CC(=O)Nc1ccc(NC(=O)C(C)O/N=C/c2cccc([N+](=O)[O-])c2)cc1 (stereo not given) | -11 | 11 | 0.3 | -21 | 101 | 4 | -11 | 0 | 0 | 103
O=S(=O)(c1ccc2c(c1)nc(COc1ccc(Cl)cc1)n2CC1CCCO1)N1CCOCC1 (stereo not given) | -12 | 47 | -4.5 | -13 | 18 | 7 | / | 5 | 0 | 20
Cc1[nH]c(=S)n(CC2CCCO2)c1C (stereo not given) | -15 | 1 | -1.6 | -22 | 99 | 1 | -1 | -9 | / | 94
COc1cc2ccccc2cc1C(=O)Nc1cccnc1 | -6 | 7 | -3.4 | 8 | 97 | 1 | -1 | 4 | 0 | 96
CCC(=O)N1CCN(c2ccc(NC(=O)c3ccc4c(c3)OCO4)cc2)CC1 | -7 | 22 | -1.1 | -19 | 74 | 4 | -4 | -7 | 1 | 69

Random excerpt: 3 records from the list
SMILES | Yeast life ext | Measles CPE | MRP1 act | Yeast growth inh | HCT116 bCat-KO | NPY-Y2 antag | E-sel TNF inh | GALR2 blocker | Phagocytosis inh | PTEN del growth
O=S(=O)(c1ccc2c(c1)nc(COc1ccc(Cl)cc1)n2CC1CCCO1)N1CCOCC1 (stereo not given) | -12 | 47 | -4.5 | -13 | 18 | 7 | / | 5 | 0 | 20
Cc1[nH]c(=S)n(CC2CCCO2)c1C (stereo not given) | -15 | 1 | -1.6 | -22 | 99 | 1 | -1 | -9 | / | 94
CSCCC(NC(=O)c1ccc(C)o1)C(=O)O (stereo not given) | -4 | 7 | -0.8 | 7 | 90 | 5 | -2 | 12 | 0 | 88

(cont.)
SMILES | Yeast life ext | Measles CPE | MRP1 act | Yeast growth inh | HCT116 bCat-KO | NPY-Y2 antag | E-sel TNF inh | GALR2 blocker | Phagocytosis inh | PTEN del growth
CCCNS(=O)(=O)c1ccc(OCC(=O)NCCCOC)cc1 | / | 4 | -0.8 | -11 | 92 | 3 | 2 | 2 | / | 89
O=C(Nc1cccc2c1[nH]c1ccccc12)C(F)(F)F | / | 2 | -5.7 | -7 | 82 | 0 | 10 | -2 | / | 91
CC(C)Cn1nc(NS(=O)(=O)c2ccccc2)c2cc3ccccc3nc21 | -19 | 26 | -2.6 | -52 | 93 | -4 | -43 | 2 | / | 89
Cn1cc(/C=C2/SC(=O)N(c3ccccc3)C2=O)c2ccccc21 | -15 | 14 | -1.2 | -12 | 77 | 1 | 4 | -2 | -1 | 69
Cc1cccc(NC(=O)C2SC(=Nc3c(C)cccc3C)C(C(=O)N3CCOCC3)=C2N)c1 (stereo not given) | -5 | 12 | -1.6 | 13 | 93 | 0 | / | -9 | -5 | 86
Cc1ccc2nc(SC(C)C(=O)NCc3ccc4c(c3)OCO4)[nH]c2c1 (stereo not given) | 3 | 25 | 0.5 | -35 | 95 | 7 | 10 | -13 | -12 | 90
Cc1cc(C(=O)O)c(CSCc2cc(C(=O)O)oc2C)o1 | -11 | 15 | -0.5 | 20 | 87 | 2 | 3 | 4 | 0 | 88
COC(=O)c1ccc(NC(=O)CSCc2ccc(C)cc2)cc1 | -13 | 11 | 0.5 | -42 | 93 | 9 | 6 | -12 | 0 | 104
CC(C)c1onc(C(=O)N2CCN(Cc3ccccc3)CC2)c1[N+](=O)[O-] | 4 | 6 | -2.2 | -7 | 86 | -1 | -2 | -9 | / | 88
COc1ccc(NCc2nnc(SCC(=O)NCc3ccccc3)n2-c2ccccc2OC)cc1 | / | 19 | 1.6 | -21 | 88 | 4 | -13 | 10 | / | 92
Cc1cc(C)c2nc(N)sc2c1 | -9 | 2 | -2.4 | -30 | 90 | 3 | 12 | -1 | 0 | 93
Cc1ccc2nc3sc(C(=O)Nc4ccc(N5CCOCC5)cc4)c(N)c3cc2c1 | -16 | 4 | -1.2 | -24 | 80 | 1 | -2 | 16 | 0 | 76
COc1cccc(=O)c2c(C)oc(C)c12 | -17 | 3 | -1.4 | -24 | 90 | 1 | 7 | 1 | 0 | 93
CCOC(=O)Cc1csc2nc3sc(C)c(C)c3c(=O)n12 | -20 | 12 | -0.9 | -40 | 91 | 1 | -5 | -1 | -1 | 86
CNCc1ccccc1Sc1cccc(O)c1 | 10 | 19 | -0.4 | -19 | 91 | 4 | / | 8 | -5 | 102
CCOc1cccc(C(=O)N(Cc2ccco2)C2CCS(=O)(=O)C2)c1 (stereo not given) | -7 | 10 | -2.1 | -33 | 100 | 2 | -14 | 3 | / | 95
NC(=O)c1c(NC(=O)CN2CCOCC2)sc2c1CCC2 | -4 | 2 | 1.9 | -52 | 112 | 0 | -8 | -7 | 2 | 105
CCCCCCC(=O)Nc1nnc(CC)s1 | / | 23 | -1.2 | -16 | 99 | 0 | -13 | 1 | / | 91
CCC(C)NC(=O)C1CCC(=O)N(c2ccc3c(c2)OCO3)C1c1ccc(OC)cc1 (stereo not given) | -6 | 14 | -1.7 | 16 | 97 | -2 | / | -4 | 0 | 104
CCOc1ccc(OCC(=O)NCCc2nc3ccccc3[nH]2)cc1 | -3 | 7 | -2.6 | -29 | 90 | -1 | 16 | 7 | / | 94
CN(CCNC(=O)c1cn(C)c2ccc(S(=O)(=O)N(C)C)cc2c1=O)CCc1ccccc1 | -7 | 6 | -3.0 | -20 | 88 | 4 | / | -3 | 0 | 88
CCC(NS(=O)(=O)c1ccc(C)cc1)C(=O)O (stereo not given) | -1 | 30 | -1.2 | -35 | 100 | -3 | 27 | 7 | 0 | 89
O=C(Nc1cc(Sc2ccccn2)cc([N+](=O)[O-])c1)c1ccc([N+](=O)[O-])cc1 | -2 | 8 | -1.1 | -23 | 97 | -2 | 4 | 6 | / | 88
COc1ccc(S(=O)(=O)N2CCC[C@H]2C(=O)NC2=NCCS2)cc1 | -4 | 5 | -2.5 | -38 | 85 | 3 | 6 | -11 | / | 94
CC(=O)Nc1ccc(Nc2nc(C)c([N+](=O)[O-])c(Nc3ccccc3)n2)cc1 | 12 | 14 | -2.6 | -42 | 54 | 3 | / | 0 | / | 58
C=C(C)C1CC=C(C)/C(=N/NC(=O)CNc2ccc(C)cc2C)C1 (stereo not given) | 0 | 9 | -0.5 | -12 | 86 | 2 | / | 8 | -6 | 88
CCOc1ccc(NC(=O)C23CC4CC(C2)CC(c2ccccc2)(C4)C3)cc1 | 13 | 13 | -0.1 | -60 | 78 | 5 | 15 | -4 | / | 68
Oc1oc(-c2cccc3ccccc23)nc1/C=N/c1nccs1 | -5 | 17 | -3.4 | -34 | 86 | 4 | / | 13 | -12 | 92
